Compound activity (PubChem)
Large T inhibition = TAg ATPase/helicase activity blockers – biochemical (AID 1903) | inhibition, % at 20 µM; hits with a dose series show IC50 in µM | SV40 large T antigen ATPase/helicase inhibition assay; higher % means a stronger effect | 0.39% of 310,000 active; in the data active = a potency from the dose series; note: strong numbers were not always called active
AID2073 = inhibitors of Mint1-CaV2.2 protein interaction, biochemical, HTRF (AID 2073); HTRF protein-protein interaction, Mint1-CaV2.2; higher % means a stronger effect; 0.19% of 290,000 active; one-dose inhibition, % at 20 µM; IC50 in µM for titrated hits; in the data active = inhibition mostly above about 51%, no sharp cut-off; note: some results filed as inactive read as strong as hits
Rac1 GTP hydrolysis = MgcRacGAP GTPase-activating activity inhibitors, confirmation, biochemical, ADP Hunter fluorescence. MgcRacGAP-stimulated Rac1 GTP hydrolysis, ADP Hunter fluorescence; higher % means a stronger effect; GST-tagged Rac1 F28L mutant substrate. one-dose inhibition, % at 30 µM; IC50 in µM for titrated hits. 0.6% of 340,000 active;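 active = first-screen hits whose inhibition reached a set limit at any dose in the follow-up dose series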;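 note: fluorescence reports GDP produced by GAP-driven GTP hydrolysis; strong numbers were not always called active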
NS5 inhibitors = flavivirus cap methylation enzyme inhibition – biochemical, confirmation dose response, primary screen (AID 588689). Dengue-2 NS5 methyltransferase capping enzyme assay, biochemical; higher % means a stronger effect. inhibition, % at 25 µM; hits with a dose series show IC50 in µM. 0.3% of 340,000 active; in the data active = a potency from the dose series
HIV fusion peptide = inhibitors of HIV fusion peptide binding, primary screen, biochemical, uHTS, fluorescence dequenching (AID 1986); cell-free peptide binding, fluorescence dequenching, 30 min; higher % means a stronger effect; inhibition, % at 20 µM, or IC50 in µM where a hit was titrated; 0.3% of 290,000 active; in the data active = inhibition mostly above about 52%, no sharp cut-off; inactive = mostly below about 76%; note: some results filed as inactive read as strong as hits
LYP inhibition = PTPN22 lymphoid phosphatase activity blockers – biochemical, fluorescence intensity, uHTS (AID 1779). one-dose inhibition, % at 11.5 µM; IC50 in µM for titrated hits. recombinant LYP phosphatase, fluorescence intensity; higher % means a stronger effect. 0.054% of 290,000 active; in the data active = inhibition above about 50%;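 note: plate controls were vehicle with enzyme for no effect and no enzyme for full effect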
XIAP displacement = XIAP antagonists, biochemical, IAP family, fluorescence polarization (AID 1018). XIAP BIR domain, fluorescence polarization peptide displacement; higher % means a stronger effect. one-dose displacement, % at 20 µM; IC50 in µM for titrated hits. 0.007% of 200,000 active; in the data active = displacement above about 50%; note: a part of the inactive calls stands beside numbers as strong as those of hits
Siah-1 displacement = blockers of Siah-1 interaction with plectin peptide – biochemical, fluorescence polarization, rhodamine-plectin, uHTS, primary screen (AID 1817) | 0.02% of 290,000 active | displacement, % at 20 µM, or IC50 in µM where a hit was titrated | Siah-1 / rhodamine-plectin peptide fluorescence polarization; higher % means a stronger effect;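 active = displacement of at least 50% at 20 µM, with a fluorescence ratio check between 0.3 and a set limit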;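 note: plate controls were Siah plus tracer with DMSO for no effect and tracer alone without Siah for full effect; strong numbers were not always called active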
RSV antiviral HEp-2 = inhibition of RSV-induced cytopathic effect – HEp-2 cells, primary 10 µM value included (AID 2391); 0.13% of 310,000 active; HEp-2 cells, RSV-induced CPE inhibition; higher % means a stronger effect; CPE inhibition, % at 10 µM, or IC50 in µM where a hit was titrated; in the data active = a potency from the dose series; note: strong numbers were not always called active
NS5 inhibitors pilot replicate = further read-out of NS5 inhibitors, marked with its call; inhibition, %; measured here: pilot screen replicate inhibition
The depositor's hits bear a star; nt = not tested or not shown; & = joins results of further samples. Rows are unselected, and some 1.7% of all compounds hit somewhere here.

SMILES	Large T inhibition	AID2073	Rac1 GTP hydrolysis	NS5 inhibitors	HIV fusion peptide	LYP inhibition	XIAP displacement	Siah-1 displacement	RSV antiviral HEp-2	others
Cc1cc([N+](=O)[O-])nn1CC(=O)N(C)C1CCCCC1	13%	4%	6%	4%	0.0%	-2%	nt	5%	2.7%
CCc1nc(SCC(=O)Nc2nc3c(s2)CCCC3)c2ccccc2n1	0%	26%	2%	-7%	0.0%	6%	-4.8%	2%	6.7%
O=c1c(Cl)c(NCc2ccco2)cnn1C12CC3CC(CC(C3)C1)C2	12%	-15%	10%	-1%	-1.1%	-2%	-16%	0%	-0.7%
Cc1cc(NC(=O)CSCC(=O)Nc2nc3c(C)cccc3s2)no1	-8%	nt	13%	-14%	nt	nt	nt	nt	3.0%
Cc1ccc(OCC(=O)Nc2ccc(F)cc2)cc1C	7%	-1%	0%	-1%	3.0%	-3%	-8.8%	6%	7.9%
COc1ccc(C(=O)N2CCCc3ccccc32)cc1OC	2%	-1%	-3%	3%	22%	-4%	nt	6%	1.4%
COc1ccc(NC(=O)C2(N(CC(C)C)C(=O)Cn3nnnc3N)CCCCC2)cc1	3%	-3%	7%	0%	0.4%	-2%	11%	1%	1.8%
COC(=O)c1cc(=O)n(Cc2ccc(OC)c(OC)c2)c(=Nc2ccc(F)cc2)s1	6%	-6%	8%	-4%	-0.5%	-2%	0.4%	0%	-1.8%
COc1ccccc1NC(=O)CSc1nc2ncccc2[nH]1	10%	5%	-1%	-5%	-2.7%	0%	-4.0%	0%	1.1%
Cc1nn(Cc2ccccc2Cl)c(C)c1NC(=O)Cn1nc([N+](=O)[O-])c(Cl)c1C	12%	-3%	-3%	-1%	-2.5%	0%	-11%	2%	2.3%
NC(=O)NC1NC(=O)NC1=O (stereo not drawn)	2%	4%	0%	-4%	-1.1%	-4%	nt	3%	3.2%
CCCCN(CCCNC(=O)C1CCCN(S(=O)(=O)CCC)C1)Cc1ccccc1 (stereo not drawn)	23%	2%	6%	-5%	-0.2%	-11%	nt	-1%	-0.2%
CCOC(=O)c1c(NC(=O)c2ccccc2C)sc2c1CC(C)(C)OC2	7%	-4%	12%	-8%	-2.6%	2%	-3.3%	3%	8.8%
CC1(C)NC(=O)N(CC(O)COc2ccccc2C(=O)N2CCCCC2)C1=O (stereo not drawn)	-3%	-9%	3%	-4%	-1.6%	-13%	-2.5%	4%	1.1%
Cc1cc(NC(=O)CSc2nc3ccsc3c(=O)n2NC(=O)c2ccccc2)no1	11%	4%	1%	-10%	1.0%	-5%	-0.7%	0%	-0.5%
CCc1c(O)nc(SCc2nc3ccccc3c(=O)[nH]2)[nH]c1=O	5%	-3%	7%	-4%	0.4%	4%	-12%	-3%	0.1%
Cc1sc2nc(CN3CCC(C)CC3)nc(Cl)c2c1C	15%	-7%	nt	nt	-0.6%	-10%	-0.4%	-1%	2.9%
Cc1cc(=O)[nH]c(SCC(=O)N2CCC(C(N)=O)CC2)n1	3%	-2%	0%	3%	1.4%	-1%	0.1%	0%	0.8%
COC(=O)CSc1nnc(-c2ccco2)n1Cc1ccco1	0%	1%	15%	2%	-3.7%	-10%	-6.1%	2%	2.0%
COc1cc([N+](=O)[O-])ccc1NC(=O)Nc1ccc2c(c1)OCCO2	9%	-1%	-8%	-7%	-0.2%	8%	-2.4%	-2%	8.3%
CC(C)(C)NC(=O)CN(Cc1cccs1)C(=O)CCC(=O)Nc1nccs1	3%	-2%	-3%	-1%	-2.3%	-10%	-4.2%	-3%	-0.5%
CC(C)C[C@H](NC(=O)c1nc[nH]c1C(=O)NCc1ccc(CNC(=O)OC(C)(C)C)cc1)C(=O)OCc1ccccc1	23%	11%	-1%	-2%	1.2%	0%	nt	-10%	0.7%
CCOc1ccc(NC(=O)Cc2c(O)c3ccccc3[nH]c2=O)cc1	20%	-2%	10%	-4%	-2.2%	-7%	-7.4%	3%	3.8%
Cc1ccccc1-c1nc(CS(=O)(=O)CC(=O)NCCCN2C(C)CCCC2C)c(C)o1 (stereo not drawn)	4%&-2%	-1%	7%	-6%	-1.1%	-3%	-1.9%	-1%	-0.6%
Cn1c(CC(=O)Nc2ccccc2C(F)(F)F)c(Sc2ccccc2)c2ccccc21	7%	2%	6%	-5%	4.1%	-2%	-5.5%	4%	3.5%
COc1ccc2[nH]c(=O)c(CN(CC3CCCO3)S(=O)(=O)c3ccccc3F)cc2c1 (stereo not drawn)	2%	12%	0%	-7%	-0.3%	-1%	nt	1%	0.1%
O=C(CCc1nc2ccccc2s1)OCC(=O)N1CCN(C(=O)c2ccco2)CC1	10%	-12%	2%	-1%	0.0%	-8%	0.5%	0%	1.2%
CCN(CC)C(=O)CSc1nnc(-c2ccccc2)c(-c2ccccc2)n1	14%	-6%	1%	-4%	0.3%	-2%	-6.1%	-1%	2.0%
O=C(Nc1ccc(F)cc1F)Nc1csc2ccccc12	0%	-15%	nt	nt	0.2%	-6%	nt	-9%	3.1%
CCOC(=O)Nc1ccc2c(c1)OCO2	8%	-3%	5%	-2%	-2.4%	0%	-1.6%	-2%	2.9%
O=C(c1ccc(S(=O)(=O)N2CCOCC2)cc1)N1CCN(c2ccccn2)CC1	-3%	7%	7%	-4%	-1.6%	1%	0.5%	-8%	1.1%
O=C(COc1ccccc1)NC1CCCCCCC1	30%	8%	9%	-5%	-1.1%	-8%	nt	-2%	-0.6%
CCCCC(=O)Nc1nnc(S(=O)(=O)N(C)Cc2ccco2)s1	23%	8%	1%	12%	2.8%	-3%	nt	0%	0.9%
Cc1cccc(OCC(=O)N2CCC(N3CCCCCC3)CC2)c1	19%	-3%	31%	2%	2.9%	-10%	-6.2%	2%	-1.8%	NS5 inhibitors pilot replicate=0.9
NC(=O)c1ccc[n+](Cc2ccccc2)c1	-3%	5%	9%	-2%	-1.7%	-1%	-0.2%	1%	0.7%
Cc1cc(C)cc(NS(=O)(=O)c2c(C(=O)N3CCOCC3)c(C)n(C)c2C)c1	17%	1%	11%	0%	-0.3%	-9%	nt	12%	3.5%
O=[N+]([O-])c1ccc(Oc2cc(NC3CCCCCCC3)c([N+](=O)[O-])cc2[N+](=O)[O-])cc1	19%	12%	7%	19%	1.2%	-12%	nt	-2%	-0.1%
Cc1noc(C)c1C(=O)OCC(=O)NC1CC1	9%	-1%	6%	1%	-0.9%	-12%	-5.1%	-8%	1.5%
O=C(NCc1cccnc1)c1cc2nc(-c3cccs3)cc(C(F)(F)Cl)n2n1	10%	16%	-4%	-9%	-2.1%	1%	-5.2%	14%	8.2%
CCn1c(C(Cc2ccccc2)NC(=O)COC)nc2ccccc21 (stereo not drawn)	7%	4%	3%	-2%	1.6%	-4%	0.3%	5%	0.6%

In the list so far, 4 have a nitro group on carbon:
SMILES	Large T inhibition	AID2073	Rac1 GTP hydrolysis	NS5 inhibitors	HIV fusion peptide	LYP inhibition	XIAP displacement	Siah-1 displacement	RSV antiviral HEp-2	others
Cc1cc([N+](=O)[O-])nn1CC(=O)N(C)C1CCCCC1	13%	4%	6%	4%	0.0%	-2%	nt	5%	2.7%
Cc1nn(Cc2ccccc2Cl)c(C)c1NC(=O)Cn1nc([N+](=O)[O-])c(Cl)c1C	12%	-3%	-3%	-1%	-2.5%	0%	-11%	2%	2.3%
COc1cc([N+](=O)[O-])ccc1NC(=O)Nc1ccc2c(c1)OCCO2	9%	-1%	-8%	-7%	-0.2%	8%	-2.4%	-2%	8.3%
O=[N+]([O-])c1ccc(Oc2cc(NC3CCCCCCC3)c([N+](=O)[O-])cc2[N+](=O)[O-])cc1	19%	12%	7%	19%	1.2%	-12%	nt	-2%	-0.1%

Next entries follow:
SMILES	Large T inhibition	AID2073	Rac1 GTP hydrolysis	NS5 inhibitors	HIV fusion peptide	LYP inhibition	XIAP displacement	Siah-1 displacement	RSV antiviral HEp-2	others
CCc1ccc(N2CC(C(=O)OCC(=O)NC3CCS(=O)(=O)C3)CC2=O)cc1 (stereo not drawn)	3%	4%	9%	2%	-1.6%	-6%	-3.9%	1%	3.8%
CCOc1ccc(C(=O)Nc2ccccc2N2CCCC2)cc1	9%	-18%	-1%	-6%	-2.2%	-3%	-1.5%	2%	1.5%
C=CCn1c(SCC(=O)Nc2ccc3c(c2)OCCO3)nnc1-c1ccco1	5%	-6%	5%	-5%	-4.1%	-8%	-0.1%	2%	3.2%
COc1ccc(CCNC(=O)c2cc(COc3c(C)cccc3C)on2)c(OC)c1	0%	-2%	-2%	-4%	2.0%	-4%	nt	1%	0.1%
CCN(CCCNC(=O)CNC(=O)Cn1cnc2ccccc2c1=O)c1ccccc1	10%	-16%	-3%	0%	-1.5%	4%	-9.6%	-1%	1.0%
CCN1CCN(C(=O)/C=C/c2ccc(OC)c(OC)c2)CC1	2%	17%	18%	5%	-3.7%	-8%	nt	-4%	-0.5%
Cc1cccc(-n2c(C)cc(C)c(C#N)c2=O)c1	3%	4%	12%	3%	-0.3%	-3%	-11%	3%	1.4%
COc1ccc(OC)c(NC(=O)c2csc(Cl)c2OC)c1	17%	48%	8%	-7%	-0.3%	-9%	nt	-2%	7.3%
COc1ccc(C(=O)N/N=C/c2ccc(OC)c(COc3c(F)c(F)cc(F)c3F)c2)cc1	29%	18%	8%	5%	9.7%	-6%	nt	6%	22%
CN(C)c1ccc(/C=N/NC(=O)CSc2ccccn2)cc1	26%	-4%	19%	-6%	-1.7%	1%	nt	3%	2.9%
COC(=O)[C@H](CCSC)NC(=O)NC1CCN(Cc2ccccc2)CC1	2%	4%	9%	5%	-0.4%	-8%	-4.1%	-2%	1.8%
C=CCn1c2c(c(=O)[nH]c1=S)CN(C(C)c1ccccc1)CN2 (stereo not drawn)	8%	-16%	6%	-5%	0.0%	-9%	nt	5%	1.5%
c1ccc(-c2oc3ncnc(NCCCn4ccnc4)c3c2-c2ccccc2)cc1	12%	4%	16%	-3%	-0.4%	-7%	-22%	-1%	14%
O=c1c2c3c(sc2ncn1/N=C/c1ccco1)CCCC3	17%	-2%	5%	2%	-0.7%	-8%	-3.1%	0%	-0.3%
CCC(=O)Nc1ccc(NC(=O)c2ccco2)cc1	2%	2%	5%	-4%	2.2%	-1%	-2.1%	-1%	1.0%
O=C(NCc1ccc2c(c1)OCO2)c1nc(Cn2ccc([N+](=O)[O-])n2)no1	6%	14%	2%	-12%	0.5%	-9%	nt	-4%	0.3%
COc1ccccc1N1CCN(c2cc(=O)n(-c3ccccc3Cl)c(=O)[nH]2)CC1	7%	-5%	6%	-2%	1.8%	-6%	-3.6%	1%	-2.6%
CN(C)CCNS(=O)(=O)c1ccc(N2CCc3ccccc32)c([N+](=O)[O-])c1	4%	5%	7%	-10%	-0.7%	-5%	nt	1%	-0.8%
CC(C)c1ccc2c(c1)C(c1ccc(N3CCOCC3)cc1)=NNC(c1cccs1)=N2	4%	8%	3%	-4%	-2.5%	3%	-1.4%	5%	14%
CC(NC(=O)C1CCN(S(=O)(=O)c2cc([N+](=O)[O-])ccc2Cl)CC1)c1ccccc1 (stereo not drawn)	9%	-3%	12%	0%	1.9%	-5%	-6.0%	-6%	0.9%
CC(=O)N(c1ccccc1)c1nc(/C=C/C(=O)Nc2c(C)cc(C)cc2C)cs1	7%	5%	7%	-3%	0.0%	0%	-5.9%	2%	3.5%
COc1cccc(CC(=O)OCC(=O)N2CCN(c3ccc(F)cc3)CC2)c1	1%	-5%	8%	-7%	1.7%	-10%	nt	-5%	1.5%
